High-throughput results (PubChem BioAssay)
CHOP inhibitor: inhibitors of CHOP promoter induction, primary screen, cell-based, unfolded protein response, luciferase reporter; CHO-K1 CHOP-promoter luciferase, tunicamycin-induced, 15-18 h; inhibition, % at 10 µM; 220,000 tested, 3.8% active; AID 2732, 2010;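 active = compounds that reduced the stress-induced luciferase reporter signal by more than about 70% of percent inhibition, limit read from the data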;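 also: 0% = tunicamycin plus vehicle and 100% = wells without tunicamycin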
NPY Y1 blocker: NPY-Y1 receptor antagonists, primary screen, cell-based; HEK293-CNG Y1 cells, membrane potential fluorescence; NPY at EC95, then isoproterenol; inhibition, % at 3.6 µM; 200,000 tested, 1% active; AID 1040, 2008;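 active = inhibition above the campaign mean inhibition of all tested compounds plus 3 SD, cut at about 20% in these data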;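 also: 0% = DMSO wells given NPY plus isoproterenol and 100% = isoproterenol alone without NPY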
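Material: Y1- and CNG-channel-expressing HEK293 cells / Probe or stimulus: NPY 25 nM then isoproterenol 1 µM plus Ro 20-1724 25 µM / Doses: 3.6 µM single dose, DMSO 0.4% / Schedule: compound incubation 1 h at room temperature, readout 45 min post-stimulation / Signal: membrane potential fluorescence / Benchmarks: isoproterenol-only wells as full block versus NPY-plus-isoproterenol wells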
S1P4 agonist: S1P4 receptor agonists, primary screen, cell-based | 220,000 tested, 0.35% active | AID 1509, 2009 | S1P4-expressing cell line, agonist reporter assay | activation, % at 4.98 µM | Sphingosine 1-phosphate receptor 4 (Homo sapiens), O95977; in the data active = activation above about 11%;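 also: 0% = DMSO vehicle and 100% = reference agonist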
Target sequence (O95977 whole entry, looked up): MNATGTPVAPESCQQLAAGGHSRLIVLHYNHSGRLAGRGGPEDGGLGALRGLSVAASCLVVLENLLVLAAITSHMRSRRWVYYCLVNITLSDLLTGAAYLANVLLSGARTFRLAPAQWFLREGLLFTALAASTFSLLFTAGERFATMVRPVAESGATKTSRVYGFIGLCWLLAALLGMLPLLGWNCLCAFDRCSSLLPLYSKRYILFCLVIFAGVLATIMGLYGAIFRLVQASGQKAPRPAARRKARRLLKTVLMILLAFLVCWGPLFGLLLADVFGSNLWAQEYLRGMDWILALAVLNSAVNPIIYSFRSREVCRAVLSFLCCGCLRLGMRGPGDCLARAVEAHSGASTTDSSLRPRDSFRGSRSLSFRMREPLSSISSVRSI
EP2 modulator: EP2 receptor modulators, cAMP readout, primary screen, cell-based, HTRF cAMP, PGE2 stimulation | Prostaglandin E2 receptor EP2 subtype (Homo sapiens), P43116 | EP2-expressing cells, cAMP HTRF FRET, PGE2 co-stimulation | induction, % at 25 µM | 260,000 tested, 0.83% active;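 active = compounds whose cAMP rise, as percent of the full-agonist control response, exceeds 60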;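 also: rat C6 glioma line stably carrying human EP2 under a CMV promoter; the protocol text gives 20 µM as final concentration; 100% = response of wells given 1 µM PGE2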
S1P4 antagonist: S1P4 receptor antagonists, primary screen, cell-based. AID 1510, 2009. Sphingosine 1-phosphate receptor 4 (Homo sapiens), O95977. 220,000 tested, 0.26% active. inhibition, % at 4.98 µM. S1P4-expressing cells, antagonist mode, reporter read-out; in the data active = inhibition above about 29%;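 also: 0% = wells stimulated with agonist and 100% = vehicle wells without agonist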
NPY-Y1 PAM-ag: NPY-Y1 receptor potentiators or agonists, primary screen, cell-based | activation, % at 3.6 µM | NPY-Y1 expressing cells, potentiator/agonist activation | 220,000 tested, 0.37% active | AID 1304, 2008 | Neuropeptide Y receptor type 1 (Homo sapiens), P25929; in the data active = activation above about 33%, passing the limit was not always enough;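 also: cells stimulated with NPY at EC10 then isoproterenol at EC100; 0% = low agonist plus stimulus and 100% = saturating agonist plus stimulus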
NPY2 pot ag: NPY-Y2 potentiators or agonists, primary screen, cell-based | 220,000 tested, 0.45% active | cells expressing NPY-Y2, potentiator/agonist read-out | activation, % at 3.6 µM | Neuropeptide Y receptor type 2 (Homo sapiens), P49146; in the data active = activation above about 27%;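 also: cells stimulated with NPY near EC25 plus isoproterenol at EC100; 0% = vehicle plus submaximal agonist and 100% = vehicle plus saturating agonist; some results beyond the cut were filed as inactive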
Target sequence (P49146 whole entry, looked up): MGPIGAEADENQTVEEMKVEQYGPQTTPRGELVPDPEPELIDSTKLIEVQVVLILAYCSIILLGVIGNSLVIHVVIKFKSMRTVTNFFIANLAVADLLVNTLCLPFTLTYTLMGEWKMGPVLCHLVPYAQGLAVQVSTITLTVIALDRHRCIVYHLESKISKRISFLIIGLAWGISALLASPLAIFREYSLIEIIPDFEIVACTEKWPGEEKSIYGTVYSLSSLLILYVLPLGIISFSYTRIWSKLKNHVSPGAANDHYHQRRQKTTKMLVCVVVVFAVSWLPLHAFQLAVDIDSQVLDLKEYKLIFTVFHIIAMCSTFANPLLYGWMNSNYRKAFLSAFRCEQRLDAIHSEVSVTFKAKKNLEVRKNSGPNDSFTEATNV
TRPML3 ag: human TRPML3 channel agonists, primary screen, cell-based, HEK293 TRPML3-YFP, Fluo-8 calcium fluorescence, 3 µM; Mucolipin-3 (Homo sapiens), Q8TDD5; 100% = the carbachol control signal; activation, % at 3 µM; 220,000 tested, 0.29% active; AID 1448, 2008;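 active = activation above its plate's cutoff, the mean activation of the plate's test wells plus 3 SD, cut at about 12% in these data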;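 also: 0% = DMSO only wells and 100% = carbachol wells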
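system = HEK293 cells stably carrying human TRPML3-YFP | doses = one concentration, 3 µM nominal, 0.3% DMSO | timing = dye loading 1 h 37 °C then 30 min ambient, 125 s read | detection = Fluo-8 calcium dye fluorescence, ex 470-495, em 515-575 nm | benchmarks = high control carbachol 87 µM, low control DMSO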
TRPN1 ag: zebrafish TRPN1 channel agonists, primary screen, cell-based, HEK293, calcium fluorescence; HEK293 zebrafish TRPN1-YFP, Fluo-8 calcium fluorescence; 100% = response to 87 µM carbachol; activation, % at 3 µM; 220,000 tested, 0.18% active; AID 1424, 2008;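 active = activation above its plate's cutoff, the mean activation of test wells on that plate plus 3 SD, cut at about 19% in these data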;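 also: 0% = DMSO alone and 100% = 87 µM carbachol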
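Assay system: Zebrafish TRPN1-YFP in HEK293 cells | Incubation: Dye loading 1 h at 37 °C, then 30 min room temperature | Measured by: Kinetic Fluo-8 fluorescence, ex 470-495, em 515-575 nm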
Active calls of the source: *; x = no result given; & = joins results of further samples.

molecule | EP2 modulator | S1P4 antagonist | TRPN1 ag | CHOP inhibitor | NPY-Y1 PAM-ag | NPY2 pot ag | TRPML3 ag | S1P4 agonist | NPY Y1 blocker
Cc1cc(C)c(C)c(S(=O)(=O)N2CCN(Cc3nc4ccccc4[nH]3)CC2)c1C | -6.8 | 13.6 | 0.7 | 33.8 | -17.4 | -17.2 | 0.7 | -1.2 | 4.4
CC(C)(C)NC(=O)CSc1nc2[nH]ncc2c(=O)[nH]1 | 21.9 | 2.0 | 0.5 | 12.9 | 5.0 | 14.8 | 0.8 | 0.1 | 1.7
CC1CN(S(=O)(=O)c2ccccc2)CC(C)O1 (stereo not given) | 15.6 | -3.0 | -0.5 | 0.3 | 2.1 | 9.3 | 1.0 | -1.0 | 3.5
O=C(Nc1nccs1)c1cc(Cl)nc2ccccc12 | 16.3 | 3.3 | 0.3 | 17.9 | -8.1 | -0.5 | 0.6 | -1.2 | x
Cc1cc(C)c(C#N)c(SCC(=O)C(C)(C)C)n1 | 30.1 | 4.8 | -2.0 | 25.8 | -13.9 | -15.1 | -0.9 | -0.8 | 5.0
Cc1ccc(S(=O)(=O)Nc2c3ccccc3nc(=O)n2-c2ccccc2)cc1 | 36.2 | -14.6 | 1.2 | 12.1 | 12.6 | 11.6 | 0.8 | 3.4 | -1.9
CN(C)S(=O)(=O)c1cccc(NC(=S)N/N=C/C(=O)c2ccccc2)c1 | -25.4 | -8.1 | 2.8 | 34.9 | 19.1 | 4.1 | 0.5 | 1.3 | 1.1
O=C(Cn1cnc2ccccc21)Nc1ccc(F)c(F)c1 | -17.2 | 2.0 | 3.3 | 2.3 | 24.0 | 9.8 | 0.9 | 2.5 | -7.9

Whole records, looked up by structure. Screens in order: EP2 modulator | S1P4 antagonist | TRPN1 ag | CHOP inhibitor | NPY-Y1 PAM-ag | NPY2 pot ag | TRPML3 ag | S1P4 agonist | NPY Y1 blocker
`O=C(Nc1nccs1)c1cc(Cl)nc2ccccc12` is listed with 16.3 | 3.3 | 0.3 | 17.9 | -8.1 | -0.5 | 0.6 | -1.2 | x
`Cc1cc(C)c(C#N)c(SCC(=O)C(C)(C)C)n1` is listed with 30.1 | 4.8 | -2.0 | 25.8 | -13.9 | -15.1 | -0.9 | -0.8 | 5.0

(more compounds)
molecule | EP2 modulator | S1P4 antagonist | TRPN1 ag | CHOP inhibitor | NPY-Y1 PAM-ag | NPY2 pot ag | TRPML3 ag | S1P4 agonist | NPY Y1 blocker
CCOC(=O)CSc1nc2ccc(NC(C)=O)cc2s1 | -5.2 | 8.2 | 0.8 | 90.0* | 71.6* | 58.5* | -0.2 | 1.6 | -8.6
CCOc1ccc2c(c1)s/c(=N\S(=O)(=O)c1ccc(OC)cc1)n2C(F)F | -2.1 | -10.3 | -0.7 | 56.8 | -11.3 | -20.7 | -0.1 | 1.9 | 6.1
Cc1nnc(SCc2ccc(CC(=O)O)cc2)o1 | -5.1 | -2.0 | 0.1 | -6.0 | -3.9 | -8.7 | 0.1 | -4.4 | -5.2
CCN(CC)S(=O)(=O)c1ccc(S(=O)(=O)N2CCCC2C(=O)O)cc1 (stereo not given) | 4.0 | -8.4 | -0.9 | -8.5 | -3.4 | -1.3 | 1.0 | 0.8 | -2.4
CCCS(=O)(=O)NCc1ccc2c(c1)cc(C)n2C | 17.5 | -19.1 | -0.4 | 11.9 | 3.9 | -4.2 | 0.3 | 1.6 | -0.1
OC1(c2ccc(Br)cc2)CCNCC1 | -5.1 | 1.0 | 1.0 | 101.2* | 7.3 | 3.8 | 0.2 | -1.7 | 2.0
Cc1cc(C)n2nc(C(=O)NC(c3ccccc3)c3ccccc3)nc2n1 | 21.6 | -5.4 | 0.1 | 16.3 | 1.1 | 7.6 | 0.8 | -2.1 | -4.2
COC(=O)c1ccccc1NC(=O)CN1CCN(c2ccccn2)CC1 | -1.2&15.1 | -12.1 | -1.0 | 7.4 | -0.9 | -3.3 | 0.8 | 0.8 | -0.2
CCOC(=O)c1sc(NC(=O)c2ccccc2OC)nc1C | -10.4 | -1.9 | 1.0 | 68.4 | 3.0 | 0.3 | -0.2 | -0.1 | -0.4
CCCCNC(=S)N1CCN(CC)CC1 | 17.2 | -11.6 | 1.1 | 15.0 | 6.0 | 4.9 | 0.5 | -0.3 | 5.9
CSc1cc(-c2ccccc2)[nH]c(=O)c1C#N | 39.6 | -10.7 | -0.3 | 13.3 | -9.2 | -2.9 | 0.7 | 0.2 | 0.1
COc1cccc(N(CC(=O)NCC2CCCO2)C(=O)CNS(=O)(=O)c2ccccc2)c1 (stereo not given) | 7.8 | -7.8 | 1.0 | 14.4 | 3.9 | 6.7 | 1.1 | 0.8 | 3.0
CC1C=CCC2C(=O)N(c3ccccc3OC(=O)c3ccco3)C(=O)C12 (stereo not given) | 4.9 | -4.7 | 0.8 | -1.2 | 0.8 | -12.8 | -0.2 | -0.3 | 1.9
NS(=O)(=O)c1cccc(NC(=O)CSc2nc3ccccc3c(=O)n2CCCN2CCOCC2)c1 | 14.4 | -28.0 | 1.0 | 21.1 | -6.3 | -10.3 | 1.1 | 0.3 | 3.6
N/C(=N\O)c1ccncc1 | 18.8 | -0.3 | 2.1 | 9.0 | -6.2 | 7.8 | 1.3 | 1.4 | x
O=C(CSc1ncn[nH]1)c1ccco1 | 5.3 | -14.7 | 0.3 | -9.2 | -4.9 | 7.7 | 0.5 | -1.2 | -0.7
CCOC(=O)N1CCC(NC(=O)c2cccs2)CC1 | 13.4 | -1.4 | 2.8 | 13.9 | 7.0 | 0.3 | 1.0 | 1.7 | x
CCOC(=O)N1CCN(C(=O)C2CCN(S(=O)(=O)CC)CC2)CC1 | -0.2 | -5.5 | 0.8 | 28.7 | 19.8 | -12.7 | 1.1 | -1.1 | 2.0
CC(=O)Oc1ccc2ccccc2c1C(NC(=O)Cc1ccccc1)c1ccccc1Cl (stereo not given) | 47.2 | -4.8 | -1.1 | 30.3 | 9.7 | -12.2 | -0.6 | 0.9 | 5.4
COc1cc2c3c(c1)C1(C(=O)N3C(C)(C)C=C2C)C(C#N)=C(N)Oc2cc(C)oc(=O)c21 (stereo not given) | 23.0 | 0.9 | -0.2 | 20.0 | -5.3 | 6.6 | 0.6 | 0.3 | -7.5
CCOC(=O)C1=C(C)NC(=O)NC1c1ccc2c(c1)OCO2 (stereo not given) | 4.3 | -5.2 | -0.8 | 20.3 | -37.9 | 14.8 | 0.0 | 2.1 | 4.3
c1cncc(-c2nnc3sc(C4CCCCC4)nn23)c1 | 35.2 | -20.1 | 0.0 | 4.3 | 2.5 | -2.2 | -0.2 | -1.1 | -2.0
COc1ccc(Br)cc1/C=N/NC(=O)CNC(=O)c1cccnc1 | -7.0 | -7.3 | 1.4 | 7.1 | 2.8 | -1.5 | 0.1 | 0.8 | x
Cc1ccsc1/C=C(/C#N)C(=O)NCc1ccccc1 | 7.8 | -12.6 | 0.7 | -13.3 | -4.1 | 5.4 | -0.2 | -1.3 | 0.1
FC(F)(F)c1cccc(N2Cc3ccccc3C2)c1 | 4.8 | 2.7 | -1.3 | 48.9 | 3.3 | 2.5 | 0.3 | 0.8 | -1.7
O=C(c1n[nH]c2ccccc12)N1CCN(S(=O)(=O)c2ccc3ccccc3c2)CC1 | -54.2 | -13.7 | 0.8 | 29.9 | 2.8 | -7.5 | -0.6 | -1.8 | 5.2
COc1ccc(-c2nn(-c3ccccc3)cc2/C=N/Nc2cccc(C(=O)O)c2)cc1 | 14.2 | 9.2 | 0.1 | 10.7 | -7.6 | -2.6 | 0.4 | 1.8 | -3.5
COC(=O)c1cnc(Oc2ccc(NC(=O)NC(=O)c3c(F)cccc3Cl)cc2)cc1C(F)(F)F | 2.2 | 3.6 | -2.1 | 9.9 | 6.5 | -16.1 | 0.6 | -0.9 | x
C#CCNC(=O)C1=C[C@@H](c2coc3ccccc3c2=O)C[C@@H](OCc2ccc(CO)cc2)O1 | -0.5 | -8.9 | -0.7 | 6.3 | 1.6 | -1.1 | 0.0 | 1.1 | 6.0
O=C(c1sc2ccccc2c1Cl)N(Cc1ccccc1Cl)C1CCS(=O)(=O)C1 (stereo not given) | 2.0 | -6.1 | -0.5 | 12.1 | 12.9 | -10.2 | -0.4 | -1.6 | -1.0
N#CCC(=O)c1ccccc1Oc1ccc(Cl)cc1 | 20.8 | -8.7 | -0.2 | 2.8 | -24.5 | -0.1 | -0.2 | 0.6 | 1.9
CC(=O)NC1C(=O)N=C(SCC(=O)NCc2ccccc2)NC1=O (stereo not given) | 39.3 | -23.2 | 0.4 | 34.2 | 17.9 | 3.0 | -0.3 | -2.5 | 1.2
CN(C)CCNC(=O)c1ccc(-c2nn(C)c(=O)c3ccccc23)cc1 | 4.3 | 1.8 | 0.9 | 9.9 | -19.5 | -4.7 | 1.2 | 2.7 | 7.9
O=C(CSc1nc2[nH]ncc2c(=O)n1-c1ccccc1)N1CCCCCC1 | -0.7 | 2.0 | 1.8 | 25.5 | -15.3 | 3.5 | 0.4 | -1.4 | -1.6
CCOc1cc(N2CCOCC2)c(OCC)cc1NC(=O)c1cc(C)nc2ccccc12 | -8.7 | -14.5 | 0.7 | 16.4 | -9.8 | -6.7 | 0.6 | 4.9 | 3.3
Cc1ccccc1CN(C)CC(=O)Nc1ccccc1-c1ccccc1 | 53.0 | 1.4 | 0.6 | 45.0 | 8.2 | -20.1 | 0.2 | 1.2 | 10.2
Cc1cc(=O)[nH]c(/N=C(\N)Nc2ccc3c(c2)OCCO3)n1 | 12.8 | -8.3 | -0.3 | -6.4 | 8.7 | -4.5 | 0.8 | 0.5 | -1.9
COCCCNC(=O)CN1CCN(Cc2ccccc2Cl)C1=O | -11.0 | -2.5 | 1.4 | -7.1 | -3.4 | 0.2 | 0.7 | 0.0 | -2.6
COc1ccc(O[C@H]2C=C[C@@H](c3ccccc3)O[C@@H]2CO/N=C(\C)CCC(=O)OC[C@H]2O[C@H](c3ccccc3)C=C[C@@H]2Oc2ccc(OC)cc2)cc1 | 11.1 | 3.0 | 0.5 | 3.6 | -2.9 | 0.2 | -0.5 | -0.3 | 1.7
Cc1ccc(S(=O)(=O)CC(=O)Nc2ccc(S(=O)(=O)Nc3onc(C)c3C)cc2)cc1 | -40.3 | -21.2 | 1.6 | -6.6 | -8.4 | -5.6 | -0.1 | 0.0 | -3.0
